PAFAH1B2 FP inh = blocks human PAF acetylhydrolase 1b catalytic subunit 2 | P68402 | recombinant PAFAH1B2, FP-rhodamine activity probe, fluorescence polarization | inhibition, % at 3.39 µM | 340,000 tested, 1.2% active | AID 492953;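 active means inhibition above the mean of all tested compounds plus 3 SD, cut at about 24% in these data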;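 further: 0% = enzyme with DMSO and 100% = wells lacking PAFAH1B2; many of its hits are not listed in these tables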
Target sequence (P68402 whole entry, looked up): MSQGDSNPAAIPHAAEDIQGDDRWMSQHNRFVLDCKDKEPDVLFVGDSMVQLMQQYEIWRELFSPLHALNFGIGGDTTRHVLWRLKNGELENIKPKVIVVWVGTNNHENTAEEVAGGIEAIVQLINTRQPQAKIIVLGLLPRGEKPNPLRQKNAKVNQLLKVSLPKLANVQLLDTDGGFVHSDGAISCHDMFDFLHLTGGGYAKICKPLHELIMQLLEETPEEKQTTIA
PAFAH1B3 inh = inhibitors of human PAFAH1B3. AID 492972. recombinant PAFAH1B3, FP-rhodamine probe, fluorescence polarization. 340,000 tested, 0.28% active. inhibition, % at 3.39 µM;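 active means inhibition above the screen-wide average of all tested compounds plus 3 SD, cut at about 25% in these data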;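 further: 0% = enzyme with DMSO only and 100% = wells lacking PAFAH1B3 protein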
Target sequence (Q15102 whole entry, looked up): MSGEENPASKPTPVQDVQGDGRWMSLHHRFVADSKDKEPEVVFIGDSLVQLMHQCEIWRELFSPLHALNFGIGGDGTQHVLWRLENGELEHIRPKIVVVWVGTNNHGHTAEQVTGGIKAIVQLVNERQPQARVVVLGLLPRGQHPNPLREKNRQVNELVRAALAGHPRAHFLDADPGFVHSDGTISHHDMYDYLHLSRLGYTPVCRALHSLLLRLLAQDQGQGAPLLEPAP
PAFAH2 FP inh = inhibitors of human PAFAH2; Q99487; inhibition, % at 3.39 µM; 340,000 tested, 0.99% active; recombinant PAFAH2, FP-rhodamine activity probe, fluorescence polarization; AID 492956;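 active means inhibition above the mean over all tested compounds plus 3 SD, cut at about 30% in these data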;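 further: inhibitors block probe labeling of enzyme so polarization drops; 0% = enzyme with DMSO and 100% = wells lacking PAFAH2 protein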
Starred values were filed as active, the others as inactive.

SMILES	PAFAH1B2 FP inh	PAFAH1B3 inh	PAFAH2 FP inh
CCOC(=O)Cn1c(=O)c(F)cn(Cc2ccc(OC)c([N+](=O)[O-])c2)c1=O	0.0	2.4	-6.3
CCN1C[C@@H]2[C@@H]3C(=O)N(Cc4ccccc4)C(=O)[C@@H]3[C@](CC)(C1=O)N2C(=O)c1ccc(C(C)(C)C)cc1	0.6	-0.6	2.6
CCCC1OC(c2cc3c(cc2Cl)OCO3)OCC1CC (stereo unspecified)	2.7	8.1	-1.7
CCCCC1CC(=O)NC1(C(=O)OCC)C(=O)OCC (stereo unspecified)	6.6	3.3	-5.3
Cc1ccc(C(=O)C(C)OC(=O)C2CCN(c3ccc(C(F)(F)F)cn3)CC2)cc1 (stereo unspecified)	0.9	-2.0	-6.7
COc1ccc(C2CC(c3cccs3)=NN2c2nc(C)c(C(C)=O)s2)cc1OC (stereo unspecified)	-1.4	8.0	2.7
CC(=O)Nc1cccc(NC(=O)c2ccc(COc3ccccc3)cc2)c1	-3.0	-1.7	-3.1
c1ccc(-c2cnnn2-c2ccccc2)cc1	2.8	7.1	-50.7
COc1ccc2cc(C3=CC(=O)CCC3)ccc2c1	-1.4	-1.9	-5.4
CCOc1cc(N2CCOCC2)c(OCC)cc1NC(=O)c1c(C)noc1C	-3.5	4.8	-5.0
CN(C)Cc1cccc(-c2ccccc2)c1O	2.8	4.8	3.0
COc1ccccc1NC(=O)CN1CCN(CC(=O)Nc2ccc(F)cc2F)CC1	0.5	1.6	1.3
COc1cc(/C=N/NC(=O)c2ccoc2C)ccc1OCCN1CCCCC1	-1.5	-1.4	6.2
CCc1c(N)nc(N)nc1Nc1ccccc1C	1.2	-0.5	-1.2
O=C(CCNC(=O)c1ccc(Cl)cc1)NCc1ccccc1Cl	1.9	7.5	2.6
O=C(OCc1ccccc1)N1CCC2CC1c1cc(-c3ccc4c(c3)OCO4)ccc12 (stereo unspecified)	1.0	-2.0	-6.7
Cc1nc(N)sc1-c1csc(Nc2ncccn2)n1	-6.1	9.0	8.9
COc1ccc(COC(=O)c2ccc(S(=O)(=O)N3CCC(C)CC3)cc2)cc1	3.4	-0.7	-3.7
O=C(Nc1ccccc1)C(Cc1ccccc1)c1ccccc1 (stereo unspecified)	5.7	8.7	-1.1
Nc1cc(S(=O)(=O)O)cc2ccc(S(=O)(=O)O)cc12	4.5	14.8	1.5
O=C(Cc1ccc(NC(=O)C2CCN(C(=O)c3ccccc3)CC2)cc1)Nc1ccc(C(=O)N2CCOCC2)cc1	5.1	-3.9	-4.8
COC(=O)CCN1CCC2CC1c1cc(-c3cccc(C)c3)ccc12 (stereo unspecified)	1.7	9.2	-6.2
COc1ccc(CN2CCNC(=O)C2CC(=O)NC2CCOCC2)c(F)c1 (stereo unspecified)	-0.6	2.5	1.4
C/C=C(\C)C(=O)N[C@@H](C)CN1C2=NC[C@H](C(C)C)N2C[C@H]1Cc1ccc(OC)cc1	5.1	-3.0	5.0
CCOC(=O)c1nc(Nc2ccc(Nc3ccccc3)cc2)c2ccccc2n1	12.1	21.8	5.0
O=C(CCNS(=O)(=O)c1ccc(Br)s1)N1CCN(c2ccccc2)CC1	0.3	6.5	0.2
CSc1ccc(C2NC(=O)CCC2[N+](=O)[O-])cc1 (stereo unspecified)	1.0	0.3	-7.1
CN(CC(=O)Nc1cccc(F)c1)C(=O)c1ccccc1-n1cnnn1	2.6	13.6	-14.0
CN(C)c1ccc(/C=C/c2ccncc2)cc1	0.0	4.2	-2.6
CCN1C[C@@H]2[C@@H]3C(=O)N(Cc4ccccc4)C(=O)[C@@H]3[C@](Cc3ccccc3)(C1=O)N2C(=O)c1ccc(Cl)cc1	7.5	-4.9	-1.3
Cc1nnc(NC(=O)c2ccc(N3CCCC3=O)cc2)s1	-7.0	-3.6	4.5
CC(=O)OCC1=C(C(=O)OC(C)(C)C)N2C(=O)[C@@H](NC(=O)Cc3ccccc3)[C@H]2SC1	6.5	4.6	15.6
CC(C)(C)N(Cc1ccccc1)C(=O)COC(=O)CCN1C(=O)C2CC=CCC2C1=O (stereo unspecified)	14.5	0.3	4.0
CCCCn1c(N)c(N(CCOC)C(=O)CC2CCCCC2)c(=O)[nH]c1=O	4.1	3.0	7.4
O=C(Nc1ccccc1Cl)c1cccc(NC(=O)c2cccs2)c1	-3.9	4.6	-8.6
COc1ccc(CSc2nnc(NC(C)=O)s2)cc1[N+](=O)[O-]	-3.7	-0.4	-7.1
COCCNc1nnc(SCC(=O)NC(=O)c2ccc(Cl)cc2)s1	-0.9	3.4	-0.1
CC(C)[C@@H](C(=O)OCC(=O)c1ccc2c(c1)NC(=O)CO2)N1C(=O)c2ccccc2C1=O	1.1	4.4	3.7
CN1C[C@@H]2[C@@H]3C(=O)N(C)C(=O)[C@@H]3[C@](Cc3ccccc3)(C1=O)N2C(=O)c1ccc(Cl)cc1	0.8	-2.3	-1.4
Cn1ncc2c(=O)[nH]c(N)nc21	1.9	9.9	8.1
COC(C[C@@H](O)[C@@H](C)[C@H](O)COCc1ccccc1)OC	-0.1	2.7	-6.4
c1ccc2c(c1)-c1nc3ccccc3cc1C2N1CCOCC1 (stereo unspecified)	2.5	5.0	4.0
Cc1cccc(NS(=O)(=O)c2ccc(C(=O)NCCCN3CCOCC3)cc2)c1C	3.9	-5.0	1.2
Cc1ccc(C(=O)NC(C(=O)Nc2ccccc2)c2ccccc2)cc1 (stereo unspecified)	4.9	6.1	2.0
Nc1ccccc1C(=O)NCc1ccco1	1.8	1.8	6.7
CC(C)C[C@H]1CNC(=S)N1CC1CCN(CCCC2CCCCC2)CC1	-0.5	4.1	-2.7
O=P(OCC1CCCO1)(OCC1CCCO1)OCC1CCCO1 (stereo unspecified)	2.6	-0.1	-1.6
O=C(c1ccco1)[C@@H]1[C@@H]2C(=O)N(c3ccc(Br)cc3)C(=O)[C@@H]2C2c3ccccc3C=CN21 (stereo partly specified)	2.1	13.6	5.9
CCOc1ccc(CCN2C(=S)N([C@@H](Cc3ccc(O)cc3)CN3CCCC3CN3C(=S)NC[C@@H]3Cc3ccc(O)cc3)C[C@@H]2CC(C)C)cc1 (stereo partly specified)	2.1	-6.4	-23.9
CCOC(=O)c1ccc(S(=O)(=O)Nc2ccccc2-c2nnn(CC)n2)cc1	4.3	8.9	1.1

(list continues)
SMILES	PAFAH1B2 FP inh	PAFAH1B3 inh	PAFAH2 FP inh
Nc1[nH]c(=O)[nH]c(=O)c1N=Nc1ccc(C(=O)O)cc1	4.6	10.0	0.1
O=C(CCc1nc2ccccc2c(=O)[nH]1)N1CCN(S(=O)(=O)c2cc(Cl)ccc2Cl)CC1	8.3	14.4	6.5
CCOc1ccc(OCCC(=O)N(CC(C)C)c2c(N)n(Cc3ccccc3)c(=O)[nH]c2=O)cc1	1.9	4.3	-1.1
O=C(Nc1cc2c(cc1Cl)-c1ccc([N+](=O)[O-])cc1C2=NO)C(F)(F)F	-3.9	-17.5	-16.7
O=[N+]([O-])c1ccccc1/C=C/CN1CCCCC1CO (stereo unspecified)	1.6	5.8	-1.5
CC(=O)N1CCN(S(=O)(=O)c2cccc(C(=O)Nc3ccccc3N3CCCCC3)c2)CC1	8.6	-1.3	0.4
COCCNc1oc(-c2ccc(Cl)cc2)nc1C#N	9.2	6.1	7.0
COc1ccc(Cn2c(C)nc3oc4cc(OC)ccc4c(=O)c3c2=O)cc1	-4.8	-3.9	-0.8
CC(=O)Nc1ccc(NC(=O)CSC2=NCCS2)cc1	2.5	0.0	5.6
Oc1ccc2ccccc2c1CN1CCN(c2ccccc2F)CC1	5.9	9.7	3.9
CCOc1ccc(S(=O)(=O)N2CCN(C(=O)c3cc(C4CC4)nn3-c3ccccc3)CC2)cc1	6.0	-0.9	3.0
Cc1cccc(NC(=O)CSc2nnc(-c3ccccc3C)o2)c1	9.2	4.0	2.6
O=C(CNC(=O)c1cc(-c2ccccc2)nn1-c1ccccc1)Nc1ccccc1Br	-1.4	-5.4	-4.2
Nc1cc2c(cc1Cl)-c1ccc([N+](=O)[O-])cc1C2=NO	0.4	1.9	3.3
Cc1ccc(NC(=O)CSCC(=O)Nc2ccc(N3CCOCC3)cc2N2CCOCC2)cc1	13.7	2.1	-4.0
NC(=O)c1ncn([C@@H]2O[C@H](CNCc3ccc(-c4cc(C(F)(F)F)ccc4Cl)o3)[C@@H](O)[C@H]2O)n1	8.0	-1.8	-0.2
CC1=NN(c2ccccc2)C(=O)/C1=C/c1ccc(Cl)cc1	8.7	7.2	13.7
CCn1nccc1C(=O)Nc1ccc(C)c(C)c1	-2.4	3.6	-2.0
O=C(CCc1ccccc1F)N1CCN(c2ccccc2)CC1	-0.5	7.7	5.2
Cc1cnc(C(=O)N2CCCC(N3CCN(c4ccccc4F)CC3)C2)cn1 (stereo unspecified)	-1.0	0.3	2.6
Cc1ccc(C(=O)c2cc([N+](=O)[O-])ccc2N2CCOCC2)cc1	-1.5	8.3	-5.1
Cn1cnc2c(SCc3ccccc3)ncnc21	4.2	8.6	4.5
COc1ccc(S(=O)(=O)N2CCOCC2)cc1NC(=O)/C=C/c1ccc(F)cc1	-0.3	-1.1	3.4
COc1ccccc1/C=N/n1c(N)c(C(=O)NC2CCCCC2)c2nc3ccccc3nc21	-0.2	7.0	-4.9
NS(=O)(=O)c1ccc(CCNC(=O)C2COc3ccccc3O2)cc1 (stereo unspecified)	4.9	-1.7	-4.9
O=C(OCC12CC3CC(CC(C3)C1)C2)c1ccc(NCc2cc(O)ccc2O)cc1	4.9	-2.2	6.1
CCn1c(SCC(=O)Nc2cccc(OC)c2)nc2ccccc2c1=O	0.5	13.3	7.2
CCOC(=O)c1cnc(N2CCN(c3ccccc3)CC2)[nH]c1=O	0.5	-0.4	-0.3
CN(Cc1ccccc1F)C(=O)c1cccc(NC(=O)CC2SC(N3CCCCC3)=NC2=O)c1 (stereo unspecified)	0.7	7.1	7.2
COc1ccccc1OCC(=O)N1CCN(S(=O)(=O)c2ccc(Cl)cc2)CC1	21.7	9.1	-1.2
O=C(CC(CC(=O)c1ccccc1)c1ccccn1)c1ccccc1	4.6	6.4	1.4
O=C(C1CCC(CNc2nc(=S)[nH]c3ccccc23)CC1)N1CCN(c2ccc(F)cc2)CC1 (stereo unspecified)	-2.9	-11.4	-2.5
CC1=C(c2ccccc2)SC2=NCCN21	4.9	1.9	-2.0
O=C1OC(c2ccc(O)cc2)(c2ccccc2O)c2ccccc21 (stereo unspecified)	-1.9	-4.5	1.6
Cc1nn(C)c(C(=O)NC(=S)Nc2ccc([N+](=O)[O-])cc2)c1Cl	-0.9	14.9	-6.6
CCOC(=O)c1c(C)[nH]sc1=S	4.2	4.1	0.3
O=C(Cc1ccccc1)c1ccc(N2CCOCC2)cc1	-2.7	9.9	6.2
O=C(NCCCN1CCOCC1)c1ccc2nc(Cc3ccccc3F)oc2c1	0.4	6.7	0.5
Cc1ccc(NC(=O)Cn2nc(C(=O)O)c3ccccc3c2=O)cc1S(=O)(=O)N1CCCCCC1	0.5	3.1	-5.5

A second format for some results above:
Sequence of screens – PAFAH1B2 FP inh	PAFAH1B3 inh	PAFAH2 FP inh
CCOC(=O)Cn1c(=O)c(F)cn(Cc2ccc(OC)c([N+](=O)[O-])c2)c1=O
    0.0	2.4	-6.3
CCN1C[C@@H]2[C@@H]3C(=O)N(Cc4ccccc4)C(=O)[C@@H]3[C@](CC)(C1=O)N2C(=O)c1ccc(C(C)(C)C)cc1
    0.6	-0.6	2.6
CCCC1OC(c2cc3c(cc2Cl)OCO3)OCC1CC (stereo unspecified)
    2.7	8.1	-1.7
CCCCC1CC(=O)NC1(C(=O)OCC)C(=O)OCC (stereo unspecified)
    6.6	3.3	-5.3
Cc1ccc(C(=O)C(C)OC(=O)C2CCN(c3ccc(C(F)(F)F)cn3)CC2)cc1 (stereo unspecified)
    0.9	-2.0	-6.7
COc1ccc(C2CC(c3cccs3)=NN2c2nc(C)c(C(C)=O)s2)cc1OC (stereo unspecified)
    -1.4	8.0	2.7
CC(=O)Nc1cccc(NC(=O)c2ccc(COc3ccccc3)cc2)c1
    -3.0	-1.7	-3.1
c1ccc(-c2cnnn2-c2ccccc2)cc1
    2.8	7.1	-50.7
COc1ccc2cc(C3=CC(=O)CCC3)ccc2c1
    -1.4	-1.9	-5.4
CCOc1cc(N2CCOCC2)c(OCC)cc1NC(=O)c1c(C)noc1C
    -3.5	4.8	-5.0
CN(C)Cc1cccc(-c2ccccc2)c1O
    2.8	4.8	3.0
COc1ccccc1NC(=O)CN1CCN(CC(=O)Nc2ccc(F)cc2F)CC1
    0.5	1.6	1.3
COc1cc(/C=N/NC(=O)c2ccoc2C)ccc1OCCN1CCCCC1
    -1.5	-1.4	6.2
CCc1c(N)nc(N)nc1Nc1ccccc1C
    1.2	-0.5	-1.2
O=C(CCNC(=O)c1ccc(Cl)cc1)NCc1ccccc1Cl
    1.9	7.5	2.6
O=C(OCc1ccccc1)N1CCC2CC1c1cc(-c3ccc4c(c3)OCO4)ccc12 (stereo unspecified)
    1.0	-2.0	-6.7

Some of the compounds tested (hit frequency here may not be typical).
